Source: PubChem BioAssay (National Center for Advancing Translational Sciences (NCATS))
TSHR antagonist: blocks TSH signaling through the human TSH receptor. TSHR-expressing cells, TSH-stimulated cAMP HTRF, 2 h; stronger effect = lower value. activity change, negative = inhibition, % at 11.5 µM. 330,000 tested, 0.2% active. AID 504810;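 active = activity change below a set negative limit, meaning inhibition stronger than a set level, cut at about -70% in these data; inconclusive = activity change between two set negative limits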; also: % is scaled to controls: 0 for no effect and ±100 for the full control effect
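Antagonism was scored as loss of TSH-driven cAMP in TSHR cells, stimulated with 4nM TSH (EC80) for 2 hours at 37 deg C and detected by homogeneous HTRF competition immunoassay.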
AT treatment: potential ataxia-telangiectasia treatment. […] A-T fibroblasts, KAP-1 phosphorylation AlphaLISA; neocarzinostatin DNA damage 30 min before lysis. Potency, µM (series often up to 57.5 µM), inactives show top-dose activation, hits mostly activators. 320,000 tested, 0.19% active. AID 485349; also: potency is read from the fitted curve at half-maximal effect; % of control where 0% means no effect; nearly all actives have a fitted effect of over 45% in size
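ATM-like activity read as KAP-1 phosphorylation via AlphaLISA donor/acceptor antibody pairs after lysis and 6 hr at 25C. Cells were ATM-null patient fibroblasts ([…], hTERT), dosed 60 min, then exposed to the DSB inducer NCS for 30 min.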
Giardia killer: kills Giardia lamblia | Giardia lamblia trophozoite viability | activity change, % at 7.66 µM, hits read low | 340,000 tested, 0.15% active | AID 540267; in the data active = activity change below about -80%; inconclusive = between about -30% and that limit;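 also: parasites exposed to compound for two days anaerobically before the ATP read; % is scaled to controls: 0 for no effect and ±100 for the full control effect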
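Luminescence from cellular ATP indicates surviving trophozoites (100 cells/well) following 48 hrs anaerobic compound treatment at 37 deg C; signal develops 15-30 min at room temperature.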
BCR signal inh: blocks chronic active B-cell receptor signaling; ABC-DLBCL IkBa-CBG/CBR reporter, luminescence ratio, 4 h; Potency, µM (doses to about 46.1 µM), inactives show top-dose ratio change, negative = lower green/red ratio, hits mostly inhibitors; 340,000 tested, 0.05% active; active = well fitted inhibition curve with a large enough effect in the signal ratio, with a control signal flat, not every such curve was filed as active; inconclusive = small, poorly fitted or top-dose-only effect, or effect the other way, or a change in a side signal; the % refers to the signal ratio;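 also: potency is read from the fitted curve at half-maximal effect; plate controls were basal doxycycline-induced cells for no effect and cells given 10 µM MG132 for full effect; MG132 reads +100%, hits lower the ratio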
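TMD8 ABC-DLBCL cells carrying doxycycline-inducible green luciferase fused to IkappaBalpha plus unfused red luciferase were exposed to compounds (up to 46 uM) for 4 hrs at 37C. Activity came from the overlap-corrected green/red luminescence ratio.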
Tb PFK inh: blocks T. brucei phosphofructokinase | 330,000 tested, 0.17% active | Potency, µM (titrated, usually from 57.5 µM), for the others: top-dose activity, negative = inhibition, actives largely listed as inhibitors | O15648 | T. brucei PFK, ADP-Glo luminescence;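 also: potency is read from the fitted curve at half-maximal effect; 0% = uninhibited 1x PFK enzyme wells and -100% = no-enzyme wells; nearly all actives have a fitted effect of over 60% in size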
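ADP-Glo luminescence quantified ADP after 45 min at room temperature, with 1.25 nM T. brucei PFK, 0.1 mM ATP and 0.5 mM fructose-6-phosphate in pH 8.0 TEA buffer. qHTS titrations up to 57 µM; curves classified by quality.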
GALK inhibitor: inhibitors of human galactokinase. P51570. Purified GALK, Kinase-Glo residual ATP luminescence. Potency, µM (highest dose often 57.5 µM), without a hit: top-dose activity change, negative = inhibition, hits mostly inhibitors. 270,000 tested, 0.007% active. AID 1868; also: potency is read from the fitted curve at half-maximal effect; % is scaled to controls: 0 for no effect and ±100 for the full control effect
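Galactose (100 uM) and ATP (35 uM) were turned over by 5 nM GALK for 1 h at RT. Kinase-Glo Plus then converted the remaining ATP into a luminescent signal.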
MLL CXXC-DNA inh: inhibitors of human MLL CXXC domain-DNA interaction | MLL-CXXC / FITC-HOXA9 DNA fluorescence polarization | Potency, µM (titrated, usually from 115 µM), inactives show at the top dose activity change, negative = inhibition, most hits filed as inhibitors | 290,000 tested, 0.037% active | AID 2662; active = well fitted inhibition curve with a large enough effect in the polarisation, with a control signal flat, not every such curve was filed as active; inconclusive = small, poorly fitted or top-dose-only effect, or effect the other way, or a change in a side signal; inactive = no such curve, though single readings can be large or run the other way; the % refers to the polarisation; also: potency is read from the fitted curve at half-maximal effect
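Steps: dispense CXXC domain solution (7 uM) → pin compounds or unlabeled HOX-A9 DNA control → 5 min ambient → add FLSN-HOX-A9 solution (50 nM) → spin → 30 min ambient → fluorescence polarization. Tris pH 7.5/NaCl/DTT/BSA buffer.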
TCR activator: activators of T cell receptors; primary human leukocytes, anti-CD3, IL-2 HTRF, 48 h; Potency, µM (titrated, usually from 9.22 µM), for the others: at the highest dose activation of IL-2 secretion, actives largely listed as activators; AID 504894; 330,000 tested, under 10 active; also: % of control where 0% means no effect
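Compounds are tested in HTS on primary human leukocytes co-incubated with a-CD3 beads for 48 hr. IL-2 output is measured by time-resolved FRET.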
hERG WT inh: blocks the wildtype human KCNH2 potassium channel; Q12809; U2OS, BacMam KCNH2, thallium flux FluxOr; stronger effect = lower value; activity change, % at 1.84 µM; 340,000 tested, 0.37% active; AID 720551;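 active = maximum activity change below -70%; inconclusive = maximum activity change between -70% and -50%; inactive = maximum activity change above -50%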; also: % is scaled to controls: 0 for no effect and ±100 for the full control effect
Target sequence (Q12809 whole entry, looked up): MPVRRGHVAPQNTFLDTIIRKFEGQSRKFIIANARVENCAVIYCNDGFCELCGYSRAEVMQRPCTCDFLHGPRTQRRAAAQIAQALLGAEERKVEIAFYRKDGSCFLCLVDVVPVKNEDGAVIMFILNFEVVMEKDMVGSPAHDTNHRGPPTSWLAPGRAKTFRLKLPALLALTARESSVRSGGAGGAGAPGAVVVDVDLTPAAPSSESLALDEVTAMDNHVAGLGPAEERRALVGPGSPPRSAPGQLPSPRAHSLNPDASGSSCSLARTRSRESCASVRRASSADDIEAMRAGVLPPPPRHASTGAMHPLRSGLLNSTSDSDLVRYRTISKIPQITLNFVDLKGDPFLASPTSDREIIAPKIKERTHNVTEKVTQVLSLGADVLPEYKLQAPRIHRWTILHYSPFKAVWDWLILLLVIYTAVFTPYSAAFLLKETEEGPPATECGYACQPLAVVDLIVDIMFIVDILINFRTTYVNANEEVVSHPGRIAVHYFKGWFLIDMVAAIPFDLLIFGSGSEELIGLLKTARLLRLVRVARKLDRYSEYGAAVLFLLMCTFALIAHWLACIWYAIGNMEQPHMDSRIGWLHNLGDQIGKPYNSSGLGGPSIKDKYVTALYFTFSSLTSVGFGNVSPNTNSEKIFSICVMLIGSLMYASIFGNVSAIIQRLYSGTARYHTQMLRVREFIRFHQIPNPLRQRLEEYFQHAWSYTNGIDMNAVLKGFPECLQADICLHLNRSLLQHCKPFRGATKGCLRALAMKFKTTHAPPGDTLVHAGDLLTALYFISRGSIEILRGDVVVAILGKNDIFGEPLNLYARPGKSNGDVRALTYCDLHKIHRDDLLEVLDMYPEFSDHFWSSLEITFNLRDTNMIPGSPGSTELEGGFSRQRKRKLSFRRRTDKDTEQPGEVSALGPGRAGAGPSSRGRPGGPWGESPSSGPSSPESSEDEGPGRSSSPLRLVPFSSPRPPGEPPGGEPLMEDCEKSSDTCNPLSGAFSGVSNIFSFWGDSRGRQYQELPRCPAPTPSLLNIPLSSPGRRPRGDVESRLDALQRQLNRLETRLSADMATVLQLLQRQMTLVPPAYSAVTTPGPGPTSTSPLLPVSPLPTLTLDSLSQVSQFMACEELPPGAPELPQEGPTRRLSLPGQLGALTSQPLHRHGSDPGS
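U2OS cells transduced with wild-type KCNH2 virus are loaded with FluxOr dye for 45 min, and thallium flux is measured in kinetic reads before and after stimulation buffer. Rate constants are normalized to DMSO controls.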
Coupling enz: counter-screen for Giardia aldolase inhibitors: coupling enzyme system. coupling enzyme system counterscreen, AmpLite Red fluorescence. activity change, negative = inhibition, % at 58.2 µM, hits read low. 290,000 tested, 0.67% active. AID 2472; in the data active = activity change below about -30%; also: % is scaled to controls: 0 for no effect and ±100 for the full control effect
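Counterscreen lacking aldolase: glyceraldehyde-3-phosphate coupling-enzyme reagent preincubated 10 min at RT with compound (at 57.5 uM final), then substrate/coupling system with AmpLite Red added; fluorescence read at 525/598 nm after 20 min RT.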
An asterisk follows results filed as active; ? = inconclusive; . = not tested or not shown; & = joins results of further samples; ! = a repeat was not active; [ ] = another dose, or the depositor's remark. Unless noted, calls follow the shape of the dose curve; as a rule, active = well fitted curve in the direction sought with a large enough effect; inconclusive = small, poorly fitted or top-dose-only effect, or another doubt; inactive = no such curve, though single readings can be large; an effect the other way counts as inactive or inconclusive.

SMILES	TSHR antagonist	AT treatment	Giardia killer	BCR signal inh	Tb PFK inh	GALK inhibitor	MLL CXXC-DNA inh	TCR activator	hERG WT inh	Coupling enz
Cc1cccc(NC(=O)c2nc[nH]c2C(=O)N[C@@H](CC(C)C)C(=O)OCc2ccccc2)c1	0	-14%	6	-5%	-16%	-2%	-4%	0%	-4	-2
O=C(NC1CCCCC1)N1CCCC(c2nc3ccccc3[nH]2)C1 (configuration not stated)	14	0%	6	?	0%	-4%	-1%	.	6	2
Cc1csc(=O)n1CCC(=O)OCC(=O)Nc1ncc(Cl)cc1Cl	5	11%	-7	3%	-16%	.	.	2%	-1	.
CC1(C)Cc2c(cnn2-c2ccc(F)cc2)C(NC(=O)CN2CCCC2=O)C1 (configuration not stated)	-4	-6%	-2	1%	1%	9%	8%	-5%	-11	.
COc1cccc(-c2cc(C(=O)N3CCCc4ccccc43)no2)c1	-8	-4%	6	-13%	-1%	-1%	4%	-3%	-16	1
CCOC(=O)c1cncc(C#CCO)c1	1	5%	-23	13%	6%	.	-10%	9%	-2	2
CCN(CC(=O)Nc1ccc(NC(C)=O)cc1)C(=O)c1ccc(NC2CC2)c([N+](=O)[O-])c1	14	-1%	-12	3%	1%	.	.	9%	-1	.
CC(=O)Nc1ccccc1OCc1nnc(-c2cccs2)o1	3	-11%	-6	?	-5%	0%	-3%	-1%	-4	5
O=C(/C=C/c1ccc(Cl)cc1)Nc1nccs1	10	1%	-15	?	0%	3%	3%	-4%	-4	-3
CCCn1c(=O)c(C(=O)Nc2c(C)n(C)n(-c3ccccc3)c2=O)c(O)c2ccccc21	21	4%	-10	-1%	2%	-2%	-8%	.	14	3
CCOC(=O)C(=O)Nc1ccccc1C(=O)OCC	8	9%	-5	-4%	0%	1%	-7%	-2%	4	-1
O=C(O)c1ccc(Cl)c(S(=O)(=O)NC(Cc2c[nH]c3ccccc23)C(=O)O)c1 (configuration not stated)	6	7%	6	-1%	6%	-2%	?	6%	11	4
COc1ccc(Cl)cc1N(CC(=O)N(C)C)S(=O)(=O)c1ccc(C)c([N+](=O)[O-])c1	0	1%	4	-1%	-2%	-1%	7%	-2%	-16	4
COc1ccc(NC(C)=O)cc1S(=O)(=O)N1CCc2ccccc21	2	2%	-4	-13%	-3%	10%	0%	4%	0	0
CC1CC1c1ccc(/C=C(\C#N)C(=O)Nc2ccc(Cl)cc2)o1 (configuration not stated)	-14	-2%	-2	?	1%	2%	?	-1%[46.1 µM]	5	-1
CCC(CC)C(=O)Nc1cccc(C(=O)Nc2ccc(OC)cc2[N+](=O)[O-])c1	0	-1%	-10	?	-8%	2%	2%	0%	-8	-8
O=C(c1ccco1)N1CCN(S(=O)(=O)c2ccccc2[N+](=O)[O-])CC1	1	1%	-23	?	3%	7%	25%	-7%	-3	6
CNC(=O)c1c(NC(=O)c2ccc(S(=O)(=O)N3CCCC3)cc2)sc2c1CCN(C(C)C)C2	-3	-9%	.	?	8%	-6%	?	.	.	-1
NS(=O)(=O)c1cc(C2(O)NC(=O)c3ccccc32)ccc1Cl (configuration not stated)	2	6%	7	1%	-7%	5%	13%	10%	-8	1&3
COc1ccc(/C=C2\CN(Cc3ccccc3)C/C(=C\c3ccc(OC)c(O)c3)C2=O)cc1O	-30	0%	?	?	2%	-8%	29%	-1%	0	-6
Nc1nc2nc(-c3ccc(Cl)cc3)cc(C(F)(F)F)n2n1	7	.	0	?	-9%	3%	0%	3%	-7	6
CC1=C(C(=O)OC(C)C)C(c2cccs2)C(C(=O)OC(C)C)=C(C)N1	-12	-1%	-4	1%	4%	-3%	0%	-3%[46.1 µM]	-14	-5
O=C(Cc1ccccc1)Nc1scc(-c2ccccc2)c1C(=O)N1CCOCC1	-9	-2%	-2	0%	1%	-2%	3%	-5%	-3	3
COC(=O)c1cc(S(=O)(=O)NCc2ccc(S(N)(=O)=O)cc2)oc1C	-5	3%	6	3%	3%	.	0%	5%	-7	-2
Cc1cc(-c2nnc(CCC(=O)N(C)Cc3cccc4ccccc34)o2)no1	1	2%[11.5 µM]	5	-12%	-2%	-1%	-6%	-3%	7	0

The list continues:
SMILES	TSHR antagonist	AT treatment	Giardia killer	BCR signal inh	Tb PFK inh	GALK inhibitor	MLL CXXC-DNA inh	TCR activator	hERG WT inh	Coupling enz
Nc1ncc2c(n1)-c1ccoc1CC2	4	-3%	-1	6%	-3%	.	4%	-13%	-4	-1
O=C(c1ccc(N2CCCC2=O)cc1)N1CCN(c2ccccc2O)CC1	8	-5%	-10	1%	-15%	.	.	3%	-6	.
Cc1cccc(OCc2nnc(SCC(=O)N3c4ccccc4Sc4ccc(Cl)cc43)o2)c1	7	2%	18	2%	2%	-1%	-2%	-31%[inhibitor][46.1 µM]	-8	0
CSCCC(NC(=O)COc1ccccc1)C(=O)OCc1ccc([N+](=O)[O-])cc1 (configuration not stated)	3	-5%	-3	-14%	-19%	.	.	3%	6	.
COC(=O)CCC(=O)OC1(C)C(=O)C=C2C=C(C3CC3)N(C(CO)CO)C=C2C1=O (configuration not stated)	-1	13%	-1	4%	1%	0%	5%	2%	-3	-39*!
CC(C)OC1(c2ccccc2)OC(=O)c2ccccc21 (configuration not stated)	-3	?	18	?	3%	-2%	19%	-1%	-6	-5
CN(C)C1(CNC(=O)C2CCN(S(=O)(=O)c3ccccc3C(F)(F)F)CC2)CCCCC1	3	8%	-15	0%	0%	4%	5%	7%	37	.
C[C@H]1CN([C@@H](C)CO)C(=O)Cc2cc(NC(=O)CCC(F)(F)F)ccc2O[C@H]1CN(C)S(=O)(=O)c1ccc(F)cc1	-1	12%	8	?	3%	.	.	4%	4	.
C(=N\NC1=Nc2cccc3cccc1c23)/c1ccccn1	-14	-19%	-1	?	0%	1%	21%	3%	-8	-15
Cc1ccc(N(C)C(=O)c2cc(S(=O)(=O)N3CCCC3)cn2C)cc1	23	6%	-19	-4%	1%	.	.	5%	-4	0
COc1ccccc1OCC(=O)Nc1ccc(-c2nnc(-c3ccco3)o2)cc1	-3	7%	-3	?	-10%	3%	-4%	7%	9	5
CCCn1c(SCC(=O)N2CCN(c3ccc(OC)cc3)CC2)nc2c1c(=O)n(C)c(=O)n2C	-5	-6%	0	0%	0%	3%	6%	.	0	-1
CCC(C(=O)Nc1cc(Cl)ccc1OC)c1ccccc1 (configuration not stated)	-7	13%	-7	1%	-2%	1%	-1%	-1%[46.1 µM]	7	-5
Cc1nc2ccccn2c1-c1ccnc(SCc2ccc(Cl)cc2)n1	5	26%	26	7%	0%	0%	-2%	-4%	2	-4
O=S1(=O)CC/C(=N/Nc2ccc(C(F)(F)F)cn2)c2cc(F)ccc21	-7	0%	-21	8%	-2%	15%	12%	6%	7	-1
CCOc1ccccc1C1C(C(N)=O)=C(C)Nc2nc(-c3ccc(OC)cc3)nn21 (configuration not stated)	11	-7%	0	?	1%	2%	-5%	-6%	3	1
O=C(COC(=O)C1CC(=O)N(c2ccccc2)C1)c1ccccc1 (configuration not stated)	-8	18%	-11	2%	-6%	0%	13%	2%	-4	-1
COc1ccccc1C1(CC(=O)N2CCOCC2)CCOC(C(C)C)C1 (configuration not stated)	8	.	-3	-6%	1%	2%	-22%	3%	-8	2
COc1ccccc1CN1CCNC(=O)C1CC(=O)N(C)CC1CCOCC1 (configuration not stated)	0	1%	1	?	-5%	12%	7%	7%	1	.
CC1CCCCC1n1c(-c2cccnc2)n[nH]c1=S (configuration not stated)	-6	5%	16	10%	5%	12%	-4%	-7%	0	0
O=C(CSc1c[nH]c2ccccc12)NCc1ccc2c(c1)OCO2	12	-2%	11	-3%	3%	0%	16%	6%	-1	0
COc1ccc(Br)cc1CNc1ccc(S(N)(=O)=O)cc1	1	0%	-8	0%	-4%	1%	0%	-1%[46.1 µM]	-9	3
COc1ccc(OC)c(NC(=O)C2C3CCC(O3)C2C(=O)O)c1 (configuration not stated)	14	0%	.	1%	1%	1%	-2%	.	.	-1
COc1ccc(NC(=O)Nc2ccc3c(c2)CC(=O)N([C@H](C)CO)C[C@@H](C)[C@H](CN(C)C(=O)Nc2ccccc2)O3)cc1	7	3%	22	?	2%	.	.	-6%	-4	.
Cn1c(-c2ccccc2)cnc1SCC(=O)N1CCCc2ccccc21	7	0%	4	10%	-1%	1%	18%	-4%	1	1

Quoted from the listing (three entries):
SMILES	TSHR antagonist	AT treatment	Giardia killer	BCR signal inh	Tb PFK inh	GALK inhibitor	MLL CXXC-DNA inh	TCR activator	hERG WT inh	Coupling enz
COc1ccc(OC)c(NC(=O)C2C3CCC(O3)C2C(=O)O)c1 (configuration not stated)	14	0%	.	1%	1%	1%	-2%	.	.	-1
COc1ccc(NC(=O)Nc2ccc3c(c2)CC(=O)N([C@H](C)CO)C[C@@H](C)[C@H](CN(C)C(=O)Nc2ccccc2)O3)cc1	7	3%	22	?	2%	.	.	-6%	-4	.
Cn1c(-c2ccccc2)cnc1SCC(=O)N1CCCc2ccccc21	7	0%	4	10%	-1%	1%	18%	-4%	1	1
